UPR XBP1 act: adaptive UPR (XBP1) activation | CHO-XBP1 luciferase reporter, IRE1-XBP1 UPR activation, luminescence; percent of tunicamycin response, DMSO as zero | activation, % at 20 µM | 0.33% of 330,000 active;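 active = versus positive control, 20 µM dose yields 30% or more activation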;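 note: 100% = tunicamycin at 10 µg/mL and 0% = DMSO only wells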
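Test system: CHO-XBP1 luciferase reporter cells | Buffer or medium: Serum-containing F12 medium, 10% FBS | Schedule: 6 h compound exposure at 37 °C, 5% CO2 | Detection: Steady-Glo luciferase glow luminescence, 10 min after reagent addition | Read-out basis: Activation, % of tunicamycin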
UPR CHOP act: activators of apoptotic arm of unfolded protein response (CHOP) | CHO-CHOP luciferase reporter, UPR activation, luminescence; percent of tunicamycin response over DMSO baseline | AID 449763 | 0.34% of 330,000 active | activation, % at 10 µM;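 active = at 10 µM dose, activation of 40% or more, normalized to positive control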;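 note: 100% = tunicamycin at 10 µg/mL and 0% = DMSO alone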
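Assay system: CHO-CHOP cells, stable luciferase reporter of PERK-eIF2a-CHOP signalling / Buffer or medium: F12 plus 10% serum / Compound dosing: one dose, 10 µM in 0.5% DMSO / Times: 6 h compound treatment, 37 °C / Technique: luciferase luminescence / Read-out: % reporter activation, DMSO baseline versus tunicamycin full activation / Benchmarks: tunicamycin and DMSO controls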
697 NFkB inh: lowers PMA/ionomycin-induced NF-kB signal in 697 B cells; inhibition, % at 4 µM; AID 435022; 697 B-cell NF-kB luciferase reporter, 16 h; 0.33% of 330,000 active; in the data active = inhibition above about 35%
Mdm2 MdmX PPI: disrupts the human Mdm2-MdmX interaction. O15151+Q00987. inhibition, % at 8 µM. AID 485346. 3% of 330,000 active. SaOS-2 split-luciferase Mdm2/MdmX complementation, luminescence;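 active = inhibition of at least 50% at 8 µM in the primary screen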
Target sequence (O15151 whole entry, looked up): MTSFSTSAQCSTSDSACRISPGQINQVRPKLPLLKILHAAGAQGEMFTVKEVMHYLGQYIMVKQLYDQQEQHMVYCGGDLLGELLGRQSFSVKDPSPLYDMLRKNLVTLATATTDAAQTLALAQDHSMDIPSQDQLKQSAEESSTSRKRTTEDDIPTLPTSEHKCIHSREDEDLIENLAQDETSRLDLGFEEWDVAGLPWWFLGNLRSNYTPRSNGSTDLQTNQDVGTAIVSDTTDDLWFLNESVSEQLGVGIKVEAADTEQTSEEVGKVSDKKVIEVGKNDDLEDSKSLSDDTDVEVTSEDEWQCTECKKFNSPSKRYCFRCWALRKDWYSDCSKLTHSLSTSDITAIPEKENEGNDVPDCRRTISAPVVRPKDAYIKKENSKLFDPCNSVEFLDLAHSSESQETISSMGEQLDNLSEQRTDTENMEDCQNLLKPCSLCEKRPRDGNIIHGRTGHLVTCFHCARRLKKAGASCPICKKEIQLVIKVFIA
Target sequence (Q00987 whole entry, looked up): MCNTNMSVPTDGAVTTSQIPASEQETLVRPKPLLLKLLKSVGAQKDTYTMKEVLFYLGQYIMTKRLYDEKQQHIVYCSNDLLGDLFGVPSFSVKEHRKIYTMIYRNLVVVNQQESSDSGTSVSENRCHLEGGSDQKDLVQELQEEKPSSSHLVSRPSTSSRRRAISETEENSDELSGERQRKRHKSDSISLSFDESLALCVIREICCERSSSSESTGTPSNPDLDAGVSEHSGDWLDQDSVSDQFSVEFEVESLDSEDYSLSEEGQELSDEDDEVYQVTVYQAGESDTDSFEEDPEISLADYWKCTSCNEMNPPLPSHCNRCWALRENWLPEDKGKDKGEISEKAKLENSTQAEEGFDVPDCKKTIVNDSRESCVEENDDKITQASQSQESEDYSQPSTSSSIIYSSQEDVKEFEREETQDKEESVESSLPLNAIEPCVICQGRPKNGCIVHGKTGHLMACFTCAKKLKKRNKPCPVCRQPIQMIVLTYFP
tim10-1 inh: inhibits growth of tim10-1 mutant yeast | 2.2% of 330,000 active | S. cerevisiae tim10-1 ts strain growth, BacTiter-Glo, 24 h | inhibition, % at 20 µM | AID 463190;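 active = inhibition of at least 40%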;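 note: mutant grown at 25 °C; 0% = DMSO wells with yeast and 100% = wells holding no yeast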
TIM10 inh: inhibits growth of TIM10 yeast strain. AID 463195. inhibition, % at 10 µM. S. cerevisiae TIM10 strain growth, BacTiter-Glo luminescence, 24 h. 1.4% of 330,000 active;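 active = inhibition of 40% or more at the single tested concentration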;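 note: wild-type TIM10 isogenic control strain grown at permissive 25 °C; 0% = DMSO yeast wells and 100% = minimal medium wells without yeast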
tim23-1 inh: inhibits growth of tim23-1 mutant yeast; 1.3% of 330,000 active; AID 463212; inhibition, % at 20 µM; S. cerevisiae tim23-1 growth, BacTiter-Glo luminescence, 24 h;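 active = growth inhibition of the mutant yeast at or above 50%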;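 note: temperature-sensitive mutant grown at 25 °C; plate controls were DMSO-treated mutant yeast for no effect and medium wells lacking yeast for full effect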
Jurkat NFkB inh: inhibitors of the PMA/ionomycin-induced NF-kB reporter in Jurkat cells. PMA/ionomycin-induced NF-kB luciferase reporter, luminescence. inhibition, % at 4 µM. 0.53% of 330,000 active. AID 435003; in the data active = inhibition above about 50%
The depositor's hits bear a star; / = not tested or not shown.

SMILES	UPR XBP1 act	UPR CHOP act	697 NFkB inh	Mdm2 MdmX PPI	tim10-1 inh	TIM10 inh	tim23-1 inh	Jurkat NFkB inh
Nc1ncnc2c1ncn2[C@@H]1O[C@H](CNC(=O)[C@@H](N)C2CCCCC2)[C@@H](O)[C@H]1O	-0.3	0.1	17.6	15.7	-5.8	-12.3	22.4	/
C=CCNC(=S)N/N=C(\C)c1ccccn1	1.4	211.4*	24.3	91.4*	9.0	-15.8	60.9*	78.3*
CC(O)[C@H]1CNCCN1CCc1cccc(F)c1 (stereo partly drawn)	-4.7	-0.7	13.5	13.6	-24.7	-7.0	2.6	-4.6
O=C(C1CCCC1)N1CCN(S(=O)(=O)c2ccc(F)cc2)CC1	0.0	-0.5	-1.6	-15.8	38.1	2.3	15.1	-3.0
CCC(CC)C(=O)c1c[nH]c(C(=O)NCC2CCCO2)c1 (stereo not drawn)	-1.1	1.1	-3.6	-11.4	13.9	8.2	18.9	9.0
Cc1ccc(/C=C(\NC(=O)c2ccc(C)cc2)c2nc(=S)[nH][nH]2)cc1	-3.4	-1.5	1.9	37.0	20.8	28.1	53.3*	3.3
CCc1nc(N2CCN(C(C)=O)CC2)c(C#N)c2c1COC(C)(C)C2	-2.2	-1.2	-31.7	11.2	28.7	16.8	30.3	-16.7
O=C(NCc1ccco1)C1CCCN1C(=O)Nc1ccc(Cl)cc1 (stereo not drawn)	0.0	-1.9	6.7	6.3	-6.7	-18.1	-5.4	-0.1
COc1cccc2cc(C(=O)CC3(O)C(=O)N(Cc4ccccc4)c4ccccc43)c(=O)oc12 (stereo not drawn)	-0.2	-0.1	-13.5	26.4	-2.1	1.1	16.2	-8.1
COCCn1nnnc1C(c1ccc(Cl)cc1)N1CCSCC1 (stereo not drawn)	0.9	0.4	-41.2	-42.7	25.5	25.0	26.4	-23.3
COC(=O)C(Cc1ccccc1)NC(=O)CSc1nc(N)cc(=O)[nH]1 (stereo not drawn)	-1.1	1.5	-25.5	-20.1	-12.2	-1.8	3.1	1.8
Cc1ccc(NC(=O)CSc2ccc3nnc(-c4ccccn4)n3n2)cc1	-7.6	0.2	-7.4	7.1	2.5	-1.7	7.1	13.3
Cc1cc(-n2c(SCC(=O)NCc3cccs3)nc3n[nH]c(C)c3c2=N)ccc1Cl	8.9	6.9	-10.1	65.6*	10.8	7.1	-1.5	30.9
Cc1nnc(SCc2ccccn2)n(N)c1=O	-1.1	-1.1	15.9	4.5	2.3	-28.9	3.0	-5.2
CCn1nc(CC(=O)Nc2ccc(-n3cnnn3)c(C)c2)c2ccccc2c1=O	1.2	1.4	25.5	6.4	11.6	9.9	-0.5	-0.3
Cc1cc2c(cc1C)NC1=C(N2)OC(c2cccc(O)c2)C1=O (stereo not drawn)	1.2	0.1	-11.3	-28.0	1.2	19.7	19.7	-4.4
COc1cc(NC(=O)c2ccc3nsnc3c2)cc(OC)c1OC	0.1	1.9	-8.2	8.2	13.8	6.6	12.1	-0.7
Nn1c(Cc2cccc3ccccc23)nnc1SCn1nnc2ccccc2c1=O	-0.6	-2.2	10.3	13.2	15.5	-11.7	-0.5	-11.1
CCCS(=O)(=O)N1CCC(C(=O)NCCN2CCCC2)CC1	-4.7	1.3	23.2	-8.7	-9.0	-2.2	12.4	-6.5
CC1=C(C(=O)Nc2cccc(C(=O)NCc3ccc(F)cc3)c2)SCCO1	-11.1	0.8	3.9	17.8	30.4	8.6	27.6	5.9
COCCCn1c(=O)cc(C)[nH]c1=S	-2.8	-0.9	15.7	14.4	-16.2	0.8	-12.7	-11.3
COc1cc2c(cc1OC)CN(C1CCCN(Cc3cc(Cl)ccc3O)C1)CC2 (stereo not drawn)	-1.1	-0.3	-16.4	9.5	-5.2	6.4	-7.3	-14.5
C=CCC(NC(C)c1ccccc1)c1ccco1 (stereo not drawn)	-1.2	0.1	1.9	1.7	4.9	1.0	-22.6	-7.4
CN(Cc1ccc(Cl)cc1)C(=O)c1ccccc1SCC(=O)N1CCCC1	-2.8	0.0	-12.0	0.4	-0.3	0.1	13.0	3.1
CC(C)Nc1nc(NC(C)C)nc(C(N)=O)n1	-1.4	-1.2	13.1	-2.4	2.1	-18.5	-8.2	1.0
COc1ccc(Nc2nnc(SC(C(=O)Nc3cc(C)ccc3C)c3ccccc3)s2)cc1 (stereo not drawn)	-1.4	1.1	-5.5	83.9*	10.9	11.5	1.7	4.6
CCN(CC)S(=O)(=O)c1ccc(N=Nc2c(N)[nH]c(=O)[nH]c2=O)cc1	-0.3	-0.8	16.7	-15.7	4.4	1.6	4.7	6.3
CSCCC(NC(=O)c1ccc(Cl)cc1)C(=O)OCC(=O)N1CCCC1=O (stereo not drawn)	1.1	5.4	-3.5	17.0	-16.7	-9.9	-4.3	4.4
COc1cc2[nH]c(=O)n(CCC(=O)NC3CCN(Cc4ccccc4)CC3)c(=O)c2cc1OC	1.4	1.2	-19.7	-4.9	12.5	-10.1	5.7	-8.6
CCCC(C)NC(=O)COC(=O)c1cccc(NS(C)(=O)=O)c1 (stereo not drawn)	-1.9	1.5	13.4	0.0	6.1	-18.0	-0.2	-0.8

Some of the entries so far, as comma-separated lines:
SMILES,UPR XBP1 act,UPR CHOP act,697 NFkB inh,Mdm2 MdmX PPI,tim10-1 inh,TIM10 inh,tim23-1 inh,Jurkat NFkB inh
CC1=C(C(=O)Nc2cccc(C(=O)NCc3ccc(F)cc3)c2)SCCO1,-11.1,0.8,3.9,17.8,30.4,8.6,27.6,5.9
COCCCn1c(=O)cc(C)[nH]c1=S,-2.8,-0.9,15.7,14.4,-16.2,0.8,-12.7,-11.3
COc1cc2c(cc1OC)CN(C1CCCN(Cc3cc(Cl)ccc3O)C1)CC2 (stereo not drawn),-1.1,-0.3,-16.4,9.5,-5.2,6.4,-7.3,-14.5
C=CCC(NC(C)c1ccccc1)c1ccco1 (stereo not drawn),-1.2,0.1,1.9,1.7,4.9,1.0,-22.6,-7.4
CN(Cc1ccc(Cl)cc1)C(=O)c1ccccc1SCC(=O)N1CCCC1,-2.8,0.0,-12.0,0.4,-0.3,0.1,13.0,3.1
CC(C)Nc1nc(NC(C)C)nc(C(N)=O)n1,-1.4,-1.2,13.1,-2.4,2.1,-18.5,-8.2,1.0
COc1ccc(Nc2nnc(SC(C(=O)Nc3cc(C)ccc3C)c3ccccc3)s2)cc1 (stereo not drawn),-1.4,1.1,-5.5,83.9*,10.9,11.5,1.7,4.6
CCN(CC)S(=O)(=O)c1ccc(N=Nc2c(N)[nH]c(=O)[nH]c2=O)cc1,-0.3,-0.8,16.7,-15.7,4.4,1.6,4.7,6.3

(listing goes on)
SMILES	UPR XBP1 act	UPR CHOP act	697 NFkB inh	Mdm2 MdmX PPI	tim10-1 inh	TIM10 inh	tim23-1 inh	Jurkat NFkB inh
CC(Nc1nc(-c2ccc(F)cc2)cs1)c1nc2cc(C(F)(F)F)ccc2n1CCCO (stereo not drawn)	-0.8	0.6	-19.6	30.0	36.5	17.6	36.7	2.9
COCCCn1c(=O)c2ccccc2n(CC(=O)NC2CCCCC2)c1=O	-1.3	2.3	15.4	-8.2	-7.8	2.1	3.4	6.6
N#C/C(=C\c1cccc(Oc2ccc(C(F)(F)F)cc2[N+](=O)[O-])c1)c1nc2ccccc2[nH]1	-2.2	-1.4	-4.3	38.2	21.4	15.0	14.9	-15.4
O=C(NC1CCCc2ccccc21)c1cc(Cl)ccn1 (stereo not drawn)	-3.3	-0.3	-25.2	-17.8	9.7	12.1	4.9	-2.4
COC(=O)Nc1cccn(Cc2c(Cl)cccc2Cl)c1=O	0.1	1.0	-9.1	2.4	22.3	-14.8	8.9	0.9
COc1ccc(C(c2nnnn2Cc2cccs2)N2CCN(c3ccc(F)cc3)CC2)cc1OC (stereo not drawn)	-2.6	-1.5	0.8	24.5	13.7	33.7	0.2	-2.3
COc1cc(C2CC(=O)c3cnc(NC(C)=O)nc3C2)cc(OC)c1OC (stereo not drawn)	-3.7	-2.2	21.8	14.0	2.4	-2.3	7.2	12.7
O=C(CCc1ccccc1)Nc1nnc(-c2ccc3c(c2)OCCO3)o1	0.1	0.2	-14.5	7.7	3.1	-1.7	7.6	-4.4
COC(=O)c1ccccc1NC(=S)NC(=O)c1ccccc1F	2.1	1.8	3.8	16.5	33.6	37.6	41.8	-7.6
COc1ccc(C(=O)/C=C/NCc2ccc(F)cc2)cc1OC	-3.4	1.5	2.9	7.6	21.6	20.4	11.9	-21.0
Cc1ccc(NC(=O)CC(C(=O)O)c2ccccc2)cc1 (stereo not drawn)	-1.9	-0.1	-2.3	10.6	-4.0	-15.2	-8.2	-0.8
CC(=O)Nc1sc(C)c(C)c1C(=O)OC(C)C	-0.9	0.5	20.0	11.0	13.1	-6.9	29.7	10.3
CCOc1ccccc1Nc1ccc(C(=O)O)cc1N	-3.8	-1.6	-9.6	15.8	8.0	1.1	9.2	-17.1
Cc1cc(C)c(/C=C(\C#N)C(N)=S)c(C)c1	-1.6	4.2	-1.7	21.9	40.7*	27.3	45.5	1.0
COc1cccc(/C=C2/C(=O)NN(c3ccc(C)c(C)c3)C2=O)c1	-3.1	0.1	12.0	24.4	-56.5	-7.7	12.1	2.8
CNc1nc(Oc2ccccc2C(=O)OC)nc(SC)n1	0.1	0.4	-14.0	-4.9	14.3	3.7	9.5	-8.4
CCCN(c1ccccc1F)S(=O)(=O)c1cc(-c2cc(C)no2)ccc1OC	-4.5	-0.8	-42.6	28.5	5.8	12.0	37.7	-11.5
COCCn1cnnc1SCC(=O)Nc1cc(OC)c([N+](=O)[O-])cc1C	1.1	-0.7	7.2	-18.0	6.5	0.7	1.0	8.3
O=C(CSc1nnc(COc2cccc3ccccc23)o1)N1c2ccccc2CCc2ccccc21	-2.0	0.0	17.3	20.1	20.5	-2.7	18.6	-1.6
COc1ccccc1CNC(=O)CN1CCN(S(=O)(=O)c2cccs2)CC1	1.1	0.8	13.7	2.9	-2.9	11.9	23.9	-3.3
COc1cc(/C=C/C(=O)OCC(=O)N2CCC(C)CC2)ccc1O	-1.3	0.5	16.5	-32.0	2.0	17.1	14.1	2.5
O=C(Nc1ccc2c(c1)OCO2)c1ccc[n+]([O-])c1	2.6	0.6	2.9	8.6	8.5	-8.6	-5.1	-2.2
CCN1C(=O)c2ccccc2Sc2ccc(C(=O)NCCC(C)C)cc21	-2.6	1.2	-5.2	11.1	8.5	17.5	14.9	-3.4
CC(=O)N1CCc2cc(C(=O)CN3CCCN(Cc4ccc(F)cc4)C3)ccc21	-3.3	-0.3	14.8	22.2	-2.0	2.8	7.1	7.0
Cc1ccc(NC(=O)CSC2=NN3CCCC(=O)N=C3S2)c(C)c1	-1.4	0.7	4.9	4.0	3.5	-15.1	-2.9	8.3
Cc1ccc(CN2CCC(n3nccc3NC(=O)c3ccccc3C)CC2)o1	-1.9	-1.2	5.2	-4.9	11.8	-2.1	4.5	7.3
Nc1c(N2CCOCC2)cc(Cl)c2nonc12	1.8	1.6	2.9	-5.8	8.6	6.4	15.8	-1.1
COc1cc(/C(C)=N/N2CCOCC2)cc(OC)c1OC	2.9	-1.9	15.5	-15.4	14.3	14.3	8.6	0.2
Cc1c(Cl)cccc1N1CC(C(=O)Nc2nccs2)CC1=O (stereo not drawn)	-4.4	1.4	28.7	2.3	1.2	5.1	-3.2	12.1
Cc1oncc1C(=S)Nc1ccccc1	0.6	-0.7	4.5	15.2	4.6	11.4	8.9	7.2
OCC[C@@H]1C[C@H](O)[C@@H](O)[C@]2(CCCCO2)O1	0.0	-0.6	8.0	-2.9	-32.4	-0.3	-7.4	-1.3
CCN(CC)CCCNc1nc(N)c([N+](=O)[O-])c(N2CCCCCC2)n1	-3.6	0.9	0.4	-5.7	10.8	-1.1	-3.5	1.5

From PubChem
